Compound activity (PubChem)
TDP1 cell noCPT – qHTS for Inhibitors of human tyrosyl-DNA phosphodiesterase 1 (TDP1): qHTS in cells in absence of CPT; DT40 Tdp1-/- hTDP1 cells, no CPT, ATP luminescence, 48 h; Potency, µM (doses to about 46.2 µM), for inactives: at the top dose activity change, negative = growth inhibition, actives largely listed as inhibitors; 420,000 compounds, 15% hits; further: nearly all actives have a fitted effect of over 55% in size
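No-CPT arm: Tdp1-/-;hTDP1 DT40 cells (400/well) plus compounds, incubated ≥48 hr at 37 °C. Readout CellTiter-Glo luminescence.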
KAT2A inh – blocks human GCN5L2 histone acetyltransferase | Q92830 | GCN5L2 HAT assay, ThioGlo1 CoA-SH fluorescence | Potency, µM (top dose mostly 58.9 µM), for the others: top-dose activity change, negative = inhibition, usual class: inhibitors | 390,000 compounds, 0.21% hits
Target sequence (Q92830 whole entry, looked up): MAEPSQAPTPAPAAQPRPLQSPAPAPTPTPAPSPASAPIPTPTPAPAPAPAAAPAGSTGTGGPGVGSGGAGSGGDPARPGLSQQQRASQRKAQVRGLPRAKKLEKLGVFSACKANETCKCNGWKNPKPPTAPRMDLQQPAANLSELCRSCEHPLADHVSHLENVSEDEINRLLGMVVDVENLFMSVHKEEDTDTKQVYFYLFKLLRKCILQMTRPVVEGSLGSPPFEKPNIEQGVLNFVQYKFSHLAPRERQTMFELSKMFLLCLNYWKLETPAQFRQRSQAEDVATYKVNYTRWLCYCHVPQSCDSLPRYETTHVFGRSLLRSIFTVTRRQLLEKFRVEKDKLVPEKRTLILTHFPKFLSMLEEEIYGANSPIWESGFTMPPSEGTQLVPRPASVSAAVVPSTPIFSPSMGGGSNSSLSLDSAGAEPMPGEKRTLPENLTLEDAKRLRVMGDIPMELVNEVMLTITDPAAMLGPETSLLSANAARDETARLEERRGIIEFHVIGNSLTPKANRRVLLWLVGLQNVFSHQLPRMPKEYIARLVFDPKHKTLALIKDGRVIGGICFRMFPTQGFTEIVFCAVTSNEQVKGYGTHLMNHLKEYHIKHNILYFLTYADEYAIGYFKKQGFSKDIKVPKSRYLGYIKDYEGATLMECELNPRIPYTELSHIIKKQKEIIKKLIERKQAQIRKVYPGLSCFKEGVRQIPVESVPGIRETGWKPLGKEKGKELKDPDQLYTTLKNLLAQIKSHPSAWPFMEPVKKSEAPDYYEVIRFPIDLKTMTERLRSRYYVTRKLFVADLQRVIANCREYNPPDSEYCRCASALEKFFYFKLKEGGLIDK
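ThioGlo1-coupled HAT assay: 20nM GCN5L2, 70uM acetyl-CoA, 75uM H3(1-25) peptide, pH 7.5. Fluorescence read at 340/540nm at start and after 20 min at room temperature.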
DT40 TDP1 CPT – DT40-hTDP1 cell growth loss with CPT | chicken DT40 Tdp1-/-;hTDP1 cells + 20 nM CPT, ATP luminescence, 48 h | Potency, µM (top dose mostly 46.2 µM), without a hit: at the top dose activity change, negative = growth inhibition, most hits filed as inhibitors | 420,000 compounds, 12% hits; further: nearly all actives have a fitted effect of over 55% in size
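Chicken DT40 Tdp1-/- cells complemented with human TDP1, 400 cells/well, exposed to compounds plus 20 nM camptothecin for at least 48 h at 37 C; viability read as ATP content by CellTiter-Glo luminescence.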
* marks the source's active call; other numbers are inactive results; ? = inconclusive; / = not tested or not shown. The call rests on the fitted dose curve; in most records, active means well fitted curve in the direction sought with a large enough effect; inconclusive means small, poorly fitted or top-dose-only effect, or another doubt; inactive means no such curve, though single readings can be large; an effect the other way counts as inactive or inconclusive. On the % scale 0 is the no-effect control and ±100 the full control effect; potency means the concentration at half of the fitted maximal effect.

Value order: TDP1 cell noCPT, KAT2A inh, DT40 TDP1 CPT
1. CSc1c(C#N)c(N)nc2sc(C(=O)c3ccccc3)c(N)c12
  5.9%, -18.4%, -2.0%
2. COc1cccc(-c2cc3c(=O)n(-c4ccccc4)c(=S)[nH]c3s2)c1
  2.7%, -1.7%, -3.1%
3. N#Cc1c(NC(=O)CSc2ccccn2)oc(-c2ccccc2)c1-c1ccccc1
  -28.9%, -6.9%, -15.6%
4. CCCOc1ccc(C(=O)NCC2OCCc3ccccc32)cc1 (centres undefined)
  ?, -2.5%, ?
5. CCCOc1ccc(N2C(=O)CC(N3CCN(c4ccccc4F)CC3)C2=O)cc1 (centres undefined)
  -7.2%, 6.5%, -2.4%
6. C=CCCO[C@@H]1O[C@@H](C)[C@H](O)C[C@H]1O
  -0.9%, -4.6%, 0.3%
7. Cc1cc(C(=O)NCCc2ccc(Cl)cc2)c2ccccc2n1
  ?, 1.6%, -16.1%
8. Cc1ccc(C(=O)CC(=O)c2ccc(C(C)(C)C)cc2)cc1
  ?, -3.6%, ?
9. COC(=O)[C@]12CCCCC=C1N(Cc1ccc3c(c1)OCO3)C(=O)[C@H](CC(=O)NCCCN1CCCC1=O)C2
  ?, /, ?
10. CN1CCN(NC(=O)c2cc(-c3ccc(Cl)s3)nc3ccccc23)CC1
  14.6µM*, -4.2%, ?
11. Cc1ccc(S(=O)(=O)N2CCN(C(=O)CSc3cc(C)ccc3C)CC2)c(C)c1
  ?, -2.2%, ?
12. Cc1sc2ncnc(NCCc3ccc(S(N)(=O)=O)cc3)c2c1C
  1.46µM*, -8.4%, 2.91µM*
13. COc1cc(CN(CC2CCCO2)C(=O)c2ccccc2F)cc(OC)c1OC (centres undefined)
  ?, -1.1%, ?
14. COc1cc(NC(=O)N2c3ccccc3Sc3ccccc32)cc(OC)c1
  ?, 1.9%, ?
15. COc1ccc(S(=O)(=O)N2CCC(C(=O)N[C@@H](C)C(=O)NCc3ccc(F)cc3)CC2)cc1
  9.1%, 2.9%, -21.8%
16. O=C(c1ccc2c(c1)OCCO2)N1CCN(c2ccc(C(F)(F)F)cn2)CC1
  -24.6%, /, ?
17. COc1ccccc1N1CCN(CCCN2C(=O)C3CCCN3C2=O)CC1 (centres undefined)
  5.8%, /, 11.8%
18. COc1cc(CNC2CCCC2)cc(Br)c1OCC(=O)Nc1ccccc1C
  -24.5%, -0.9%, -9.2%
19. O=C(NCCS(=O)(=O)NCCCc1ccccc1)c1ccccc1
  -12.4%, 1.4%, 10.4%
20. CC(C)(C)CC(C)(C)NC1=CC(=O)OC12CCCCC2
  -20.6%, -3.7%, -24.2%

A draw from above in order of molecular weight, smallest number first:
Value order: TDP1 cell noCPT, KAT2A inh, DT40 TDP1 CPT
20. CC(C)(C)CC(C)(C)NC1=CC(=O)OC12CCCCC2
  -20.6%, -3.7%, -24.2%
8. Cc1ccc(C(=O)CC(=O)c2ccc(C(C)(C)C)cc2)cc1
  ?, -3.6%, ?
7. Cc1cc(C(=O)NCCc2ccc(Cl)cc2)c2ccccc2n1
  ?, 1.6%, -16.1%
19. O=C(NCCS(=O)(=O)NCCCc1ccccc1)c1ccccc1
  -12.4%, 1.4%, 10.4%
12. Cc1sc2ncnc(NCCc3ccc(S(N)(=O)=O)cc3)c2c1C
  1.46µM*, -8.4%, 2.91µM*
14. COc1cc(NC(=O)N2c3ccccc3Sc3ccccc32)cc(OC)c1
  ?, 1.9%, ?
10. CN1CCN(NC(=O)c2cc(-c3ccc(Cl)s3)nc3ccccc23)CC1
  14.6µM*, -4.2%, ?
11. Cc1ccc(S(=O)(=O)N2CCN(C(=O)CSc3cc(C)ccc3C)CC2)c(C)c1
  ?, -2.2%, ?
18. COc1cc(CNC2CCCC2)cc(Br)c1OCC(=O)Nc1ccccc1C
  -24.5%, -0.9%, -9.2%
15. COc1ccc(S(=O)(=O)N2CCC(C(=O)N[C@@H](C)C(=O)NCc3ccc(F)cc3)CC2)cc1
  9.1%, 2.9%, -21.8%
9. COC(=O)[C@]12CCCCC=C1N(Cc1ccc3c(c1)OCO3)C(=O)[C@H](CC(=O)NCCCN1CCCC1=O)C2
  ?, /, ?

Next section:
Value order: TDP1 cell noCPT, KAT2A inh, DT40 TDP1 CPT
21. COc1ccc(C(=O)O)cc1S(=O)(=O)NC(C)(C)C
  9.0%, -2.1%, -21.4%
22. COc1ccc(OC)c(-n2cnnn2)c1
  ?, 2.7%, 5.7%
23. CCOc1ccc(CCNC(=O)CS(=O)(=O)Cc2nc(-c3cccc(OC)c3)oc2C)cc1
  -18.6%, -0.1%, ?
24. COc1ccc(-c2c(-c3ccc(OCC(=O)NN)cc3O)n[nH]c2C(F)(F)F)cc1
  -17.8%, -9.3%, -2.3%
25. COc1cccc(NC(=O)[C@@H]2CCCN2S(=O)(=O)c2cccc3cccnc23)c1
  ?, -3.9%, ?
26. CCN(CC)c1ccc(C(=O)Nc2ccc3nc(N(CC)CC)cc(C)c3c2)cc1
  ?, -1.7%, ?
27. Cc1cc(=O)n(CC(=O)NCCN2CCOCC2)c2c1c(C)nn2-c1ccccc1
  12.0%, -6.8%, -9.4%
28. Cc1ccccc1-n1nc(CO)c(C(=O)NCC(c2ccccc2)c2ccccc2)n1
  20.6µM*, -16.8%, ?
29. Cc1cccc(C(=O)NNC(=O)Nc2ccccc2)c1
  -27.4%, -0.3%, -5.6%
30. COc1cccc(-c2nnc(SCC(=O)Nc3ccc4c(c3)OCCO4)n2Cc2ccco2)c1
  ?, -21.5%, ?
31. CCc1nnc(NC(=O)CN2CCN(Cc3ccccc3Cl)CC2)s1
  -9.8%, 1.0%, -6.2%
32. COc1cc(OC)cc(C(=O)Nc2ccc(S(=O)(=O)N3CCCCC3c3cccnc3)cc2)c1 (centres undefined)
  25.9µM*, -3.1%, ?
33. COc1ccc(N2COC3c4cccc5cccc(c45)C32)cc1 (centres undefined)
  8.2µM*, -8.9%, 5.8µM*
34. N#CCC(N)=C(C#N)C#N
  2.2%, -10.3%, 0.4%
35. COc1ccc(OC(=O)c2cc(S(=O)(=O)N3CCCC3)ccc2Cl)cc1
  -11.1%, ?, -25.4%
36. C/C(=N\NC(=S)NCCc1ccccc1)c1ccc(C)cc1
  18.4µM*, -11.1%, ?
37. O=C(CC1S/C(=N/N=C2CCCCCC2)NC1=O)Nc1ccccc1F (centres undefined)
  -0.7%, ?, -28.5%
38. CCCC[C@@H]1CC2=C(C(=O)OC(C)(C)O2)[C@@H](c2ccc(F)cc2)O1
  ?, /, -20.2%
39. Cc1cc(NC(=O)CSc2nc(C(C)C)nc3sc(C)c(C)c23)no1
  -29.4%, 1.0%, -26.3%
40. Cc1cccc(OCCSc2nc3ccccc3n2CC(=O)O)c1
  -3.5%, -18.9%, 1.2%
41. Cc1cc(C)c(O)c(-c2cc(C(=O)Nc3cccnc3)[nH]n2)c1
  ?, -3.7%, ?
42. Cc1nc(NCC2CCCO2)c2nnn(Cc3ccccc3Cl)c2n1 (centres undefined)
  ?, -3.8%, -18.9%
43. CC(OC(=O)c1ccco1)C(=O)Nc1ccc(Cl)cn1 (centres undefined)
  -10.2%, -2.9%, -7.3%
44. O=C(c1cccnc1)N1CCN(S(=O)(=O)c2cccs2)CC1
  15.6%, 0.4%, -5.0%
45. Cc1nc(CS(=O)c2ccc(Cl)cc2)cc(NCc2ccc(Cl)cc2Cl)n1 (centres undefined)
  20.6µM*, 1.6%, 14.6µM*
46. C/C(=N\n1cnnc1)c1ccc(C#N)cc1
  -8.4%, -0.8%, -2.0%
47. CC1(OC(=O)c2ccc(Cl)nc2)C(=O)C=C2C=C3CCCN3C=C2C1=O (centres undefined)
  ?, -22.6%, ?
48. Cc1ccc(Cc2cnc(NC(=O)CN3CCOCC3)s2)cc1Cl
  ?, -18.4%, ?
49. CCN1/C(=C\C=C(C(C)=O)C(C)=O)Sc2ccccc21
  ?, -9.2%, ?
50. COc1ccccc1C(NC(=O)C1CCN(CCc2ccc(Br)cc2)CC1)c1ccccn1 (centres undefined)
  ?, /, ?
51. CCOC(=O)Nc1cccc(OCC(=O)Nc2ccccc2OCC)c1
  ?, 0.4%, ?
52. CCOc1cc(NC2CS(=O)(=O)CC2O)c(OCC)cc1NC(=O)c1ccccc1 (centres undefined)
  ?, -21.0%, ?
53. CC(C)(C)C(=O)NNc1nc(-c2ccccc2)c2cc(Br)ccc2n1
  13µM*, 22.2%, 16.4µM*
54. O=C(Nc1cccc(NC(=O)c2ccco2)c1)c1ccccc1
  -16.1%, -0.7%, -19.6%
55. Cc1ccc2c(C(=O)CN3CCN(C(=O)c4ccco4)CC3)c(C)[nH]c2c1
  -12.1%, -19.4%, 1.9%
56. COc1cccc(NC(=O)CC2NCCNC2=O)c1 (centres undefined)
  1.7%, -5.0%, 21.5%
57. Brc1cccc(-c2nnc3sc(CNCc4ccco4)cn23)c1
  ?, -6.2%, ?
58. O=C(C1CCCN(Cc2ccc3c(c2)OCO3)C1)N1CCCC1 (centres undefined)
  -5.7%, -1.6%, -7.6%
59. Nc1c(C(=O)NC2CCCC2)c2nc3ccccc3nc2n1/N=C/c1ccco1
  -28.1%, -3.3%, 0.9%
60. CC(C)[C@H](NC(=O)c1c(F)cccc1F)C(=O)Nc1cccc(Br)c1
  1.6%, 11.1%, -28.8%
61. CCOC(=O)C1CCCN(S(=O)(=O)c2cc3[nH]c(=O)c(=O)[nH]c3cc2C)C1 (centres undefined)
  -1.4%, -8.5%, ?
62. COc1ccc(CCn2nnnc2CN2CCN(C(=O)c3ccco3)CC2)cc1OC
  -16.8%, -6.6%, 21.9%
63. NNC(=O)C(Cc1c[nH]c2ccccc12)NC(=O)c1ccccc1 (centres undefined)
  ?, -7.0%, 16.7%
64. CCCS(=O)(=O)c1ncc(Cl)c(C(=O)Nc2c(C(=O)Nc3ccccc3)oc3ccccc23)n1
  2.59µM*, -9.6%, 2.06µM*
65. O=S(=O)(NCC(c1ccco1)N1CCc2ccccc21)c1ccccc1 (centres undefined)
  18.4µM*, ?, 23.1µM*
66. COc1ccccc1CCNC(=O)C(=O)NCC1OCCN1S(=O)(=O)c1ccccc1 (centres undefined)
  -21.7%, -5.5%, -3.6%
67. CC(C)COc1cccc(C(=O)N(C)CC(=O)Nc2cccc3ccccc23)c1
  18.4µM*, -5.7%, 18.4µM*
68. O=C(NC(O)C(=O)c1cccs1)c1cccnc1 (centres undefined)
  ?, -16.9%, ?
69. CCc1nnc(NC(=O)CSc2nccn2Cc2ccc(Cl)cc2)s1
  -28.7%, -3.3%, -27.0%
70. CCCNC(=O)C1(C)CCCN(Cc2ccc(-c3ccccc3)cc2)C1 (centres undefined)
  5.8µM*, /, 6.51µM*

Going on with the list.
Value order: TDP1 cell noCPT, KAT2A inh, DT40 TDP1 CPT
71. COc1ccc(C(CC(=O)Nc2nccs2)n2cccc2)cc1 (centres undefined)
  -10.3%, -1.9%, -22.3%
72. COc1ccccc1-c1cc(NCc2cnc(C)cn2)ncn1
  5.7%, 20µM*, 13.8%
73. COCCN(CC1CCCN(C2Cc3ccccc3C2)C1)C(=O)c1cccc(C)c1 (centres undefined)
  ?, -12.5%, ?
74. Cc1n[nH]c(=O)c2c(NC(=O)CSc3nncs3)oc(C)c12
  -5.1%, 0.7%, -0.5%
75. Cc1c(Cl)cccc1NC(=S)NCCc1ccc(F)cc1
  -19.5%, -7.1%, -26.6%
76. CN(CCC#N)C(=O)CC1(Cc2ccccc2)CCOC(C)(C)C1 (centres undefined)
  3.7%, -2.4%, -11.4%
77. CC1CCN(C(=O)COC(=O)c2ccc(N3CCCC3=O)cc2)CC1
  -7.1%, -3.4%, -1.9%
78. COC(=O)c1ccc(NC(=O)CSc2ncc3c(n2)-c2cc(Cl)ccc2N(Cc2ccccc2)S3(=O)=O)cc1
  20.6µM*, 3.2%, ?
79. Nc1nonc1C(=O)N/N=C/c1cc2c(cc1[N+](=O)[O-])OCO2
  10.9%, 2.2%, 1.2%
80. CC(=O)c1cccc(NC(=O)CN2C(=O)CCc3cc(S(=O)(=O)N4CCCCC4)ccc32)c1
  -9.4%, -3.6%, -24.2%
81. CCC(C(=O)NC(C)(C)C)N(Cc1cccs1)C(=O)CNS(=O)(=O)c1ccccc1 (centres undefined)
  3.0%, -15.8%, -5.6%
82. COc1ccc(NC(=O)CCOc2ccccc2F)cc1S(=O)(=O)N1CCCCC1
  ?, -2.9%, ?
83. CC(=O)c1cccc(S(=O)(=O)N2CCN(c3nc4cc(C)cc(C)c4cc3C#N)CC2)c1
  ?, -8.4%, 14.6µM*
84. CCCc1noc2c1C(c1ccoc1)C(C#N)=C(N)N2 (centres undefined)
  -42.5%, -4.5%, -29.0%
85. O=C(NCC1CCCO1)C(c1ccc(F)cc1)N(Cc1ccc(F)cc1)C(=O)Cn1nnc(-c2cccs2)n1 (centres undefined)
  ?, -2.1%, -27.6%
86. C[C@@H]1COC(=O)[C@@H](CC(=O)OC(C)(C)C)C/C=C\C[C@H](CC(=O)NCCO)C(=O)N1
  4.1%, -1.9%, 1.1%
87. CC(=O)Nc1ccc2c(c1)N(C(=O)CN(C)C)c1ccccc1CC2
  -7.9%, -1.3%, -8.4%

Not all compounds are listed, so the mix of outcomes need not match the whole.
